Anthrax LF inh2 – Bacillus anthracis LF protease inhibitors, primary screen, biochemical, multiplex microsphere, MLPCN library | AID 588501, 2011 | multiplex microsphere protease cleavage assay | Lethal factor (Bacillus anthracis), P15917 | inhibition, % at 10 µM | 360,000 compounds, 0.12% hits; also: plate controls were buffer without enzyme for full effect and enzyme alone for no effect
Target sequence (P15917 whole entry, looked up): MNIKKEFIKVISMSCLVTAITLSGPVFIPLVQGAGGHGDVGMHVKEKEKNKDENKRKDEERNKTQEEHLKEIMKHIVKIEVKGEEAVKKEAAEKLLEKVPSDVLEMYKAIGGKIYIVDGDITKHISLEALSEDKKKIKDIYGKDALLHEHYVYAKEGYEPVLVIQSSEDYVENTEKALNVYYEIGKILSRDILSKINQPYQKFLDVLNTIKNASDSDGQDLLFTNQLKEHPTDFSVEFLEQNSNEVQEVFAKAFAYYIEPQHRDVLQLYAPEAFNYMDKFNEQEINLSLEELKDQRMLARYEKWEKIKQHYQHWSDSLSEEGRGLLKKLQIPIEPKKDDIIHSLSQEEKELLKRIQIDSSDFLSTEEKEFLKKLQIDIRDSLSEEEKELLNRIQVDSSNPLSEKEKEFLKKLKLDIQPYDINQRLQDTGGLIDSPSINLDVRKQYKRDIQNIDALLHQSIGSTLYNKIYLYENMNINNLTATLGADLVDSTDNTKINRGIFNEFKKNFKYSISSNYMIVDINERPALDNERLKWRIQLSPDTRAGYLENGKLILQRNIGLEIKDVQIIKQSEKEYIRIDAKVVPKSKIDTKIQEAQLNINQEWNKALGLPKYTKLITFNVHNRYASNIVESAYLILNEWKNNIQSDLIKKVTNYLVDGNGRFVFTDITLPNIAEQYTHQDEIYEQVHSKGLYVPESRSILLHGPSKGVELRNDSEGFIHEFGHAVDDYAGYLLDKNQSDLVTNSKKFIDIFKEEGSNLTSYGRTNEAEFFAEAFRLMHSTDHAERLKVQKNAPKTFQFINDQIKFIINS
TcdB GH inh – TcdB glycohydrolase inhibitors, primary screen, biochemical, single point, plate reader; Toxin B (Clostridioides difficile), P18177; TcdB glycohydrolase enzymatic assay; inhibition, % at 9.99 µM; 350,000 compounds, 0.24% hits; AID 652162, 2013; in the data active = inhibition above about 10%
BH1578 lux ind – inducers of Vibrio cholerae quorum light production without autoinducers, primary screen, BH1578 luxS cqsA deficient, single point. V. cholerae BH1578 lux reporter, luminescence, 6 h. activation, % at 18.7 µM. 350,000 compounds, 0.16% hits. AID 588436, 2011; in the data active = activation mostly above about 9.7%, no sharp cut-off; inconclusive = no clear call, values can overlap the other calls; inactive = mostly below about 3.7%; also: not every result past the cut was called active; inactives centre near 0; reference of the scale not given here
BoNT A protease – BoNT/A light chain protease inhibitors, primary screen, biochemical, flow cytometry, MLPCN library; Botulinum neurotoxin type A light chain protease (Clostridium botulinum A str. ATCC 3502); multiplex microsphere protease substrate cleavage; inhibition, % at 10 µM; 360,000 compounds, 0.17% hits; AID 588499, 2011; also: plate controls were buffer without enzyme for full effect and enzyme alone for no effect
SARS 3CLpro inh – SARS-CoV 3CLpro protease inhibitors, primary screen, biochemical, quenched FRET; Replicase polyprotein 1ab (Severe acute respiratory syndrome coronavirus), P0C6X7; recombinant SARS-CoV 3CLpro, quenched FRET peptide cleavage; inhibition, % at 6 µM; 290,000 compounds, 0.14% hits; AID 1706, 2009; in the data active = inhibition above about 12%
VHR inh abs – VHR1 phosphatase inhibitors, primary screen, biochemical, absorbance, uHTS; recombinant VHR phosphatase, pNPP absorbance; 290,000 compounds, 0.52% hits; Dual specificity protein phosphatase 3 (Homo sapiens), P51452; inhibition, % at 13.3 µM; in the data active = inhibition above about 50%; also: some compounds called inactive have numbers as strong as hits
Target sequence (P51452 whole entry, looked up): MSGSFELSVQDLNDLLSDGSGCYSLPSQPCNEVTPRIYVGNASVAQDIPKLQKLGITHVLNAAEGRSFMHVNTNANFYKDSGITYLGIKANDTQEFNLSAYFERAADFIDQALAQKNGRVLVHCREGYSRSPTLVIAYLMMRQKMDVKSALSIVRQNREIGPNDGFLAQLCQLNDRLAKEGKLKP
PfHsp40 rescue – rescue of yeast from PfHsp40 toxicity, primary screen, S. cerevisiae, ATP luminescence | S. cerevisiae expressing PfHsp40, growth rescue | growth rescue, % at 12.5 µM | 340,000 compounds, 0.68% hits; in the data active = growth rescue above about 28%, passing the limit was not always enough; inconclusive = no clear call, values can overlap the other calls;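 also: yeast W303a lacking pdr1 and pdr3 grown in galactose medium; growth measured after three days at 30 °C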
CCHF vOTU inh – CCHFV vOTU protease inhibitors, primary screen, biochemical, Pep-AMC substrate, fluorescence | 370,000 compounds, 0.55% hits | inhibition, % at 11.5 µM; in the data active = inhibition above about 30%; also: 0% = vehicle wells with enzyme and 100% = no enzyme wells
Yp Topo-I inh – Yersinia pestis topoisomerase I inhibitors, primary screen, biochemical, cleavage product accumulation, plate reader, single point; activity, % at 10 µM; 360,000 compounds, 0.064% hits; DNA topoisomerase I (Yersinia pestis CO92); Y. pestis Topo-I cleavage product accumulation; in the data active = activity above about 50%, passing the limit was not always enough; inconclusive = no clear call, values can overlap the other calls; also: inactives centre near 2
SSB-PriA inh – inhibitors of Klebsiella pneumoniae PriA binding to SSB C-terminal tail, primary screen, biochemical, AlphaScreen | PriA–SSB C-terminal tail interaction (Klebsiella pneumoniae) | inhibition, % at 33 µM | 430,000 compounds, 0.6% hits | AlphaScreen SSBct-PriA binding, biotinylated peptide; in the data active = inhibition mostly above about 37%, no sharp cut-off; inactive = mostly below about 20%;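 also: plate controls were negative control peptide for no effect and reference peptide for full effect; strong numbers were not always called active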
Numbers without * were called inactive; i = inactive; ? = inconclusive; / = no result given; & = joins results of further samples. Rule as the data show it, unless noted: active = inhibition above about 30%; inconclusive = no clear call, values can overlap the other calls; inactive = below that. A portion of the library; rates above refer to the full screens.

SMILES	Anthrax LF inh2	TcdB GH inh	BH1578 lux ind	BoNT A protease	SARS 3CLpro inh	VHR inh abs	PfHsp40 rescue	CCHF vOTU inh	Yp Topo-I inh	SSB-PriA inh
CSc1ncc(Cl)c(C(=O)Nc2cccc(Cl)c2)n1	-10.3	0.6	-0.3	-2.2	-1.1	34.2	1.8	13.2	-7.9	-8.4
Cc1oc(C)c(S(=O)(=O)NCc2cccs2)c1C(=O)O	37.6*	0.9	-0.6	?	-0.6	6.1	-2.2	7.8	5.2	-0.1
Cc1cccc(-c2nc(Nc3ccc(O)cc3)c3ccccc3n2)c1	-23.8	2.2	-0.7	-3.2	-0.4	-9.5	101.2*	3.0	-41.3	-3.9
CCOC(=O)c1cc(-c2ccc(OC)cc2)nn1-c1ccc(C(=O)O)cc1	-4.2	1.0	-0.3	-1.5	-1.8	9.9	0.3	2.4	-1.1	-5.1
COc1ccc(/C=N/NC(=O)c2ccccc2)cc1OS(=O)(=O)c1ccccc1	0.7	1.2	-0.1	-0.7	2.8	-5.3	1.1	5.9	-1.7	/
COc1ccccc1[C@H]1C(c2ccc(F)cc2)=NN(c2ccccc2)[C@@H]1CO	2.2	1.2	i	0.4	/	/	3.0	-19.6	-9.3	-65.2
CC(C)C1C(=O)N(Cc2cn(CCC3OCCO3)nn2)CCS(=O)(=O)N1Cc1ccc(-c2ccc(F)nc2)cc1 (configuration not stated)	-5.2	2.0	-1.0	-0.6	/	/	/	0.7	27.7	/
O=C1c2cc(O)cc(O)c2C(=O)c2c1cc(O)c([C@@H](CO)CCO)c2O	4.0	2.0	-0.4	1.2	/	/	1.4	9.2	-15.1	24.3
CC(=O)NNC(=O)c1csc(-c2csc(C)n2)n1	-7.8	0.8	1.7	?	-2.9	-4.9	0.5	12.2	-0.8	-16.5
Cc1noc(C(=O)NC2CCCCC2)c1Cl	-1.7	0.6	-0.5	0.0	-1.3	8.7	-2.1	-10.2	2.1	6.5
O=C(CN(CC1CCCO1)C(=O)c1nsc(Cl)c1Cl)NC1CCCC1 (configuration not stated)	0.2	0.4	-0.1	-1.2	0.8	29.3	-0.6	-2.8	-0.9	-3.8
CC(=O)c1cccc(NC(=S)NC2CCCCCCC2)c1	-2.7	-0.4	-2.5	0.0	-0.6	26.4	-1.1	-2.2	3.2	-3.9
COc1ccc(C(=O)NCC(=O)Nc2cccc(S(=O)(=O)NCc3ccco3)c2)cc1OC	-5.4	-0.1	-0.2	0.0	-2.6	14.5	-1.2	8.6	0.8	-13.8
O=C(CS(=O)(=O)c1ccccc1)Nc1ccccc1Br	15.4	-0.1	-0.6	0.7	/	/	-0.2	-8.9	-1.4	-1.1
O=C(N/N=C/c1cccnc1)c1cc2ccccc2cc1O	1.8	0.4	i	0.2	0.9	36.6	-0.2	7.7	-9.2	/
O=C(NCC1COc2ccccc2O1)c1cn(Cc2ccc(F)cc2)nn1 (configuration not stated)	-3.4	/	-0.2	-0.4	1.9	21.4	3.9	6.5	-0.4	-13.6
CCCOC(=O)C[N+](C)(C)CCOC1CC2CCC1(C)C2(C)C (configuration not stated)	-12.4	1.4	0.5	-2.4	3.8	5.0	-0.4	-4.0	1.7	-3.5
COc1ccc(/C=N/NC(=O)c2cccnc2)cc1COc1ccc([N+](=O)[O-])c(C)c1	-4.4	-0.6	0.3	-3.1	2.7	-10.7	-0.2	5.4	14.4	i
CCCCn1c(-c2ccco2)nc2ccccc2c1=O	6.7	/	i	0.6	2.6	14.0	-2.1	14.2	1.7	-9.2
Cn1c(SCc2ccc(Cl)cc2)nc(C(F)(F)F)cc1=O	-4.4	/	i	-2.2	-2.6	-15.3	1.2	-1.8	9.9	-16.1

Complete entries, quoted from the list. Screens in order: Anthrax LF inh2, TcdB GH inh, BH1578 lux ind, BoNT A protease, SARS 3CLpro inh, VHR inh abs, PfHsp40 rescue, CCHF vOTU inh, Yp Topo-I inh, SSB-PriA inh
Profile of O=C(CN(CC1CCCO1)C(=O)c1nsc(Cl)c1Cl)NC1CCCC1 (configuration not stated) : 0.2, 0.4, -0.1, -1.2, 0.8, 29.3, -0.6, -2.8, -0.9, -3.8
Profile of O=C(CS(=O)(=O)c1ccccc1)Nc1ccccc1Br : 15.4, -0.1, -0.6, 0.7, /, /, -0.2, -8.9, -1.4, -1.1
Profile of COc1ccc(/C=N/NC(=O)c2ccccc2)cc1OS(=O)(=O)c1ccccc1 : 0.7, 1.2, -0.1, -0.7, 2.8, -5.3, 1.1, 5.9, -1.7, /

(list continues)
SMILES	Anthrax LF inh2	TcdB GH inh	BH1578 lux ind	BoNT A protease	SARS 3CLpro inh	VHR inh abs	PfHsp40 rescue	CCHF vOTU inh	Yp Topo-I inh	SSB-PriA inh
COc1ccccc1N1CCN(C2CCCN(S(=O)(=O)c3cccc(Cl)c3)C2)CC1 (configuration not stated)	-2.1	0.8	i	-0.9	0.9	10.1	0.2	-4.3	39.8	11.6
COc1ccc2[nH]c3c(=O)n(Cc4ccncc4)cnc3c2c1	-4.1	1.0	0.3	-1.0	-5.8	21.1	-0.2	-69.7	3.7	-5.6
Cc1c(Cl)ccc2c(C(N)=O)cc(-c3ccccn3)nc12	-1.4	1.2	i	0.3	1.8	2.7	-0.7	-1.0	6.8	1.0
N#Cc1ccccc1S(=O)(=O)N1CCN(CC(=O)Nc2ccccc2C(=O)NC2CC2)CC1	-7.0	1.7	i	0.1	/	/	1.1	1.3	-0.4	-4.7
COc1ccc(C(=O)O)cc1S(=O)(=O)Nc1cc(Cl)ccc1N1CCOCC1	5.4	-4.3	2.7	0.2	/	/	-0.3	9.6	3.1	14.8
O=C(Nc1ccc(S(=O)(=O)NC2=NCCCCC2)cc1)c1ccc2ccccc2n1	3.9	2.1	-0.2	1.4	1.9	16.5	-0.5	-1.2	-0.8	-6.2
Cn1c(=O)c2c(nc(SCCN3CCCCC3)n2Cc2ccccc2)n(C)c1=O	-1.9	/	-0.5	-0.7	-2.1	9.5	-1.3	4.1	15.3	-8.7
CCN(CC(=O)Nc1ccc(N2CCOCC2)cc1)C(=O)Cc1ccccc1	-17.9	0.3	i	3.4	/	/	-1.2	6.3	2.1	6.2
CCCCCCNCc1c(F)cccc1Cl	-2.0	/	i	0.7	1.8	5.4	-0.4	-0.9	-1.1	-14.3
COc1ccc(F)cc1-c1cc(C(=O)NCc2ccccc2)[nH]n1	-1.6	0.6	i	-0.2	/	/	/	-4.3	1.6	/
CC(=O)c1c(C)[nH]c(C(=O)COC(=O)CCOc2ccc(C)cc2)c1C	3.5	-0.1	-5.9	-0.6	/	/	-0.2	-7.6	3.7	-1.2
COc1ccc(S(=O)(=O)N/N=C(/C)c2ccncc2)cc1OC	-4.2	0.1	-0.3	0.3	1.1	1.6	2.4	-7.2	6.8	/
COCC(C)NC(=O)c1ccccc1[N+](=O)[O-] (configuration not stated)	1.2	-0.2	-0.4	0.8	-7.1	9.4	-2.4	4.1	3.4	-11.6
O=C(c1ccc2c(c1)OCO2)C1CCCN(Cc2cccc(C(F)(F)F)c2)C1 (configuration not stated)	-2.9	-6.4	i	1.1	-0.4	-1.6	-0.3	15.2	25.2	-27.7
NCCc1cnc[nH]1	-0.9&-4.9	-0.5&0.9	6.2	-1.0&-0.6	5.1&0.4	2.8	0.2&0.7	-5.4&5.1	1.5&-2.4	-1.2
COc1ccc(NC(=O)CN(C)C(=O)c2ccc3c(c2)CC(c2ccccc2)OC3=O)cc1 (configuration not stated)	-10.5	-0.6	-0.5	0.1	/	/	/	9.8	17.2	/
O=C(NNC(=S)NCc1ccc(Cl)cc1)c1ccc2c(c1)OCO2	-4.9	-1.5	-0.5	-1.3	5.9	0.4	4.3	0.8	-3.1	3.0
Cc1cc(C)cc(C(=O)Nc2cccnc2Cl)c1	0.8	0.5	i	0.1	-1.1	11.4	-1.2	-7.2	-1.8	-13.9
COc1ccc(-n2cc3c(-c4cccc(Br)c4)nnc(C)c3n2)cc1	17.3	0.3	-0.3	7.7	-0.8	5.7	7.9	4.7	21.7	-3.6
Cc1ccc(S(=O)(=O)NCC(=O)N(CC(=O)NC2CCCCC2)Cc2ccco2)cc1	-0.2	/	i	1.2	-3.5	-2.0	-0.2	-3.7	-4.5	-13.0
COc1ccccc1NC(=O)CSc1nnc(C)n1Cc1ccccc1	1.0	1.1	i	0.9	0.4	11.8	0.3	-12.1	11.4	-2.3
CS(=O)(=O)Nc1cccc(NC(=O)c2cccc3c(-c4ccc(F)c(F)c4)coc23)c1	-2.3	-0.7	-0.4	-0.2	/	/	/	8.7	28.2	/
CC(=O)Nc1nc(-c2ccccc2)nc(C)c1C(C)=O	-0.4	/	i	1.1	-2.3	-5.8	1.7	-6.0	-8.7	-14.6
COC(=O)C(NC(C)=O)(Nc1ccc(Br)cc1)C(=O)OC	-1.9	-0.5	i	-1.1	-3.1	13.4	0.7	11.4	2.9	-6.5
COc1ccc(-c2coc3cc4oc(=O)c5ccccc5c4cc23)cc1F	-1.6	/	i	-3.3	-1.6	7.6	-1.1	-7.0	1.0	-3.3
O=S(=O)(Nc1cccc(CO)c1)c1cccs1	?	-0.7	-0.4	-5.7	-8.3	22.8	/	1.9	0.7	-5.3
O=C(NCc1ccc(Cl)cc1)C(=O)NCC(c1ccco1)N1CCOCC1 (configuration not stated)	0.3	/	-0.2	0.7	1.8	21.9	0.6	11.6	-10.7	9.5
Cc1ccc(-c2cc(C(F)(F)F)n3nc(C(=O)Nc4ccon4)cc3n2)cc1C	-5.1	0.3	-0.3	-0.6	3.9	8.7	1.0	-12.4	0.8	-1.6
O=C(Nc1ccc(Cl)cc1)OCc1cc(-c2ccccc2)on1	-1.6	/	-0.5	0.5	-2.6	16.4	-0.6	4.0	11.4	-18.0
CN(C)S(=O)(=O)c1cc(NC(=O)COC(=O)CCc2ccccc2)ccc1Cl	1.0	1.0	-6.9	0.1	7.8	-2.7	1.0	5.5	19.6	-17.4
O=C1c2ccc(Oc3ccc([N+](=O)[O-])cc3)cc2C(=O)N1c1ccncc1	-1.7	0.8	-8.3	0.0	0.1	11.1	-0.5	-1.6	-4.9	-2.2
COc1ccc(NC(=O)Nc2cccc3c2O[C@H](CN(C)C(=O)NC2CCCCC2)[C@@H](C)CN([C@H](C)CO)C3=O)cc1	-0.7	0.4&0.8	i	0.0	/	/	-0.3	-8.8	7.8	4.9
CCOc1ccc2nc(SCc3ccc(OC)cc3)sc2c1	-2.3	/	i	-0.9	3.1	7.3	-0.5	-1.9	-3.8	-16.8
CC(=O)Nc1ccc(NS(=O)(=O)c2ccccc2)cc1	0.2	1.6	i	-0.1	3.8	7.6	-0.3	1.8	-5.0	-14.4
Cc1ccc(-c2nc3cc(NS(=O)(=O)c4ccc(C)cc4)ccc3o2)cc1	-7.6	/	-0.2	7.3	-2.5	1.6	0.0	10.1	3.6	-10.8
CCOC(=O)NC(=O)CSc1nnc(C)s1	-1.5	/	-5.9	-0.9	-1.7	-11.2	1.1	-15.9	-1.5	-0.2
COCC(=O)NC1CCN(S(=O)(=O)c2cccc(C(C)=O)c2)CC1	2.6	0.8	-1.4	-0.8	-2.9	2.0	-0.7	4.1	-2.0	0.1
CCOC(=O)Nc1ccc2c(CN3CCC(C(=O)OC)CC3)cc(=O)oc2c1	-3.7	-3.2	-1.6	-0.6	-2.0	15.5	-2.9	-36.6	-7.6	4.9

Compound activity from PubChem.
